Screening data: PubChem BioAssay, several laboratories
E-sel TNF inh: TNF alpha driven E-selectin expression inhibition; actives 0.71% (n = 120,000); inhibition, % at 2 µM; HUVEC TNFa-induced E-selectin immunofluorescence, high content;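 active = inhibition above the batch mean plus 3 SD, and confirmed as a hit on visual image review, cut at about 43% in these data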;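 also: 0% = TNF-stimulated DMSO wells and 100% = unstimulated control wells; not every result past the cut was called active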
Measles CPE: protection of cells from measles virus | protection (pct of control), % at 4 µM | Measles virus-infected cells, CPE protection, absorbance | actives 1.5% (n = 140,000); in the data active = protection mostly above about 24%, no sharp cut-off; inactive = mostly below about 26%; also: some compounds called inactive have numbers as strong as hits
PTEN del growth: PTEN-deleted cell growth suppression; HCT116 PTEN-null viability, CellTiter-Glo, 60 h; active compounds read low; viability, % at 10 µM; actives 1.2% (n = 140,000); AID 827;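 active = viability at or below a set limit, 4 SD under the median of all tested compounds, cut at about 3.7% in these data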;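 also: PTEN knockout HCT116 line with beta catenin targeted HCT116 as companion control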
HCT116 bCat-KO: beta-catenin-lacking colon tumor cell growth suppression | AID 818 | actives 1.5% (n = 140,000) | viability, % at 10 µM | HCT116 beta-catenin knockout viability, CellTiter-Glo, 60 h; active compounds read low;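 active = viability at or under a set limit, the compound median less 4 SD, cut at about 6% in these data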;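 also: 0% = Hyamine 1622 control at 20 µM and 100% = untreated cell control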
Phagocytosis inh: inhibitors of macrophage phagocytosis; actives 0.07% (n = 110,000); inhibition, % at 5 µM; AID 1029; J774A.1 macrophage IgG-bead phagocytosis, imaging;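 active = inhibition above the mean of the plate negative controls plus 5 SD, cut at about 13% in these data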;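 also: phagocytic index as fraction of beads internalized from green versus red external bead signal; plate controls were DMSO negative control for no effect and cytochalasin-D positive control for full effect; some results beyond the cut were filed as inactive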
MRP1 act: activators of MRP-1; viability increase, % at 10 µM; actives 0.61% (n = 140,000); AID 799; H69AR cells + doxorubicin, viability rescue, CellTiter-Glo;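 active = viability gain under doxorubicin at or above a set limit, the compound median plus 3 SD, cut at about 4.7% in these data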;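 also: MRP-1 overexpressing cells given doxorubicin 25 µM after compound pretreatment; 18-22 h compound pretreatment then 72 h with doxorubicin before readout; 0% = doxorubicin-only wells and 100% = vehicle-treated cells without doxorubicin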
Yeast life ext: extends the lifespan of yeast; inhibition of the nicotinamide effect, % at 10 µM; actives 0.68% (n = 130,000); S. cerevisiae growth with nicotinamide, OD615; deaD strain in restrictive glucose medium; AID 775;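 active = inhibition above a set limit, placed 3 SD over the median of all compounds, cut at about 26% in these data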;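 also: 0% = nicotinamide-treated wells and 100% = cells grown without nicotinamide; some compounds called inactive have numbers as strong as hits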
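System: Modified budding yeast, DeaD strain | Buffer or medium: Restrictive glucose medium | Also added: 1.5 mM nicotinamide | Doses: 10 µM single point, 0.25% DMSO | Schedule: 48 h compound exposure at 30 °C, humidified | Detection: Absorbance at 615 nm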
BB579 growth dn: chemicals that inhibit yeast BB579 growth in restrictive medium (lifespan-shortening candidates); inhibition, % at 10 µM; S. cerevisiae BB579 growth, OD615, 48 h; AID 804; actives 0.51% (n = 140,000);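 active = inhibition above a set limit, 3 SD over the mean compound inhibition, cut at about 44% in these data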; also: inactives centre near -24
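Detection: OD615 turbidity measurement; Material: Saccharomyces cerevisiae DeaD strain BB579, replicative lifespan model yeast; Timing: 48 h exposure, 30 °C; Doses: single 10 µM dose; Medium: CSMM-D restrictive synthetic medium containing dextrose (glucose); Controls: amphotericin B at 10 µg/mL as positive control.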
GALR2 blocker: GALR2 (human) receptor antagonism; O43603; GALR2-expressing cells, antagonist mode; inhibition, % at 4 µM; actives 0.39% (n = 140,000); AID 828; in the data active = inhibition above about 27%;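 also: cells stimulated with galanin 1-16 at roughly its EC80; 0% = agonist challenge control and 100% = basal control without agonist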
Target sequence (O43603 whole entry, looked up): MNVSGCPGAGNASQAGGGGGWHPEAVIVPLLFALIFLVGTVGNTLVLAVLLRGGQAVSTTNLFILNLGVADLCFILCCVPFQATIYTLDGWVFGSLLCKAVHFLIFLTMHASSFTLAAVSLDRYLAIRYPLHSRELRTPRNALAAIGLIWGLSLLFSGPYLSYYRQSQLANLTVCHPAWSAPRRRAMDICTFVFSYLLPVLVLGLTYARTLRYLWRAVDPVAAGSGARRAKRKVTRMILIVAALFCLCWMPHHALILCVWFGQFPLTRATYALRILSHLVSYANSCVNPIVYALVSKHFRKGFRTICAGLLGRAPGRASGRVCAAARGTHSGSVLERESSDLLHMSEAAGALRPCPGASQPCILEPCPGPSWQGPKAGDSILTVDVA
NPY-Y2 antag: blocks the human neuropeptide Y Y2 receptor; P49146; NPY-Y2 expressing cells, antagonist mode; inhibition, % at 2.7 µM; actives 0.99% (n = 140,000); AID 793; in the data active = inhibition above about 17%;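 also: 0% = vehicle with agonist challenge and 100% = reference antagonist with challenge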
Target sequence (P49146 whole entry, looked up): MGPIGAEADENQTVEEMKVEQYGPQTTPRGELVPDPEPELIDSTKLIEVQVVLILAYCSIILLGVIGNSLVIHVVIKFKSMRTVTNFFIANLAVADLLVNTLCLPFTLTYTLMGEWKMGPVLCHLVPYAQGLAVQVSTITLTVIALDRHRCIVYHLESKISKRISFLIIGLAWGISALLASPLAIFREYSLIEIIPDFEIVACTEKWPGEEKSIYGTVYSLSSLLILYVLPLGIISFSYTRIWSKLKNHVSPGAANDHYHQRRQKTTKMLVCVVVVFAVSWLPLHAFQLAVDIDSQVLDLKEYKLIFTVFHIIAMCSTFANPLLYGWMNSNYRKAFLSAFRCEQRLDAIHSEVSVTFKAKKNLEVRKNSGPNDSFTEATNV
* = called active by the depositor; nt = no result given.

Order of values: E-sel TNF inh, Measles CPE, PTEN del growth, HCT116 bCat-KO, Phagocytosis inh, MRP1 act, Yeast life ext, BB579 growth dn, GALR2 blocker, NPY-Y2 antag
CN(CCCNC(=O)c1cn(C)c2ccc(S(=O)(=O)N(C)C)cc2c1=O)c1ccccc1
  nt, 8, 82, 75, 0, -0.7, -7, -8, -5, -1
COc1ccc(C2=NOC(C(=O)N3CCCCCC3)C2)cc1OC (configuration not stated)
  nt, 16, 97, 102, 0, -1.1, -3, -13, 0, -1
CC(=O)c1cccc(NC(=O)C2CCCC2)c1
  -2, 16, 109, 99, -1, -0.6, -17, -29, -11, 3
Cc1ccccc1NC(=O)Cc1nnc(SCc2ccc(Cl)c(Cl)c2)n1C
  -14, 15, 93, 89, 0, -0.5, 4, -16, 0, 2
COC(=O)/C=C1/N/C(=N\c2nc(C)cc(C)n2)N(c2ccc(Cl)cc2)C1=O
  -38, 17, 83, 70, 4, -3.0, -2, -24, 3, 3
Cc1cc(C)c(S(=O)(=O)Nc2cccc(/C=C/C(=O)O)c2)c(C)c1
  nt, 14, 107, 100, -8, -0.5, 1, -3, -3, -1
Cc1ccc(S(=O)(=O)/N=C2\C(=O)c3ccccc3C([O-])=C2n2cc[n+](CCC(C)C)c2)cc1
  -3, 27, 6, 3.7*, nt, -4.6, -17, -27, 6, -2
COc1ccc(CCNC(=O)C2CC(c3ccccc3[N+](=O)[O-])=NO2)cc1 (configuration not stated)
  26, 18, 82, 86, nt, -2.9, -26, -44, -7, 3
CCc1ccccc1S(=O)(=O)Cc1ccc(C(=O)NCc2ccc3c(c2)OCO3)o1
  nt, 13, 83, 88, nt, -1.7, -9, -9, 6, 6
CN(C)c1ccc(/C=N/NC(=O)CCC(=O)NCc2ccccc2)cc1
  nt, 2, 107, 96, 0, -0.8, 1, -18, 11, 1
O=C(CN(Cc1ccc(F)cc1)C(=O)Cn1nnc2ccccc21)NCC1CCCO1 (configuration not stated)
  4, 23, 105, 97, nt, -2.3, -1, -28, -5, 1
CC(=O)c1cccc(NS(=O)(=O)c2cc(OCC(N)=O)c(C)cc2Cl)c1
  3, 2, 83, 86, -4, -2.4, -1, -32, 2, 1
COc1ccc(S(=O)(=O)N2CCCC(C(=O)NC3CCCCC3)C2)cc1 (configuration not stated)
  -22, 6, 103, 91, -1, -1.9, -9, -35, 9, 1
COc1ccc(C(C)(C)C)cc1NC(=O)Nc1ccc2c(c1)OCO2
  -7, 24, 45, 47, nt, -4.7, -6, -33, 5, -4
O=C(Nc1ccccc1NC(=O)NC1CCCCC1)NC1CCCCC1
  -10, 1, 4, 26, -4, -5.1, -5, -27, 5, 3
CCOC(=O)c1c(CN2CCCCC2)n(C)c2cc(Br)c(O)c(CN(C)C)c12
  11, 10, 68, 62, 1, -0.5, -2, -34, -6, 1
Cc1ccc(-c2c3c([nH]c(=S)c2C#N)CCCC3)o1
  nt, 5, 89, 96, -1, -0.9, -12, -59, -10, -1
COc1ccc(NC(=S)NC2CCS(=O)(=O)C2)cc1 (configuration not stated)
  -2, 4, 95, 93, -3, -2.8, 5, -13, 19, 3
CC1=CC(C)(C)N(C(=O)CSc2nccn2C)c2cc(C)ccc21
  59, 7, 84, 90, -1, -2.1, -1, -8, 3, 1
O=C(Cn1c(=O)n(-c2ccc(F)cc2)c(=O)c2sccc21)N1CCCC1
  -6, 6, 100, 96, -2, -1.7, 0, -22, -4, 0
CCn1c(-c2ccccc2Cl)nn(CC(=O)Nc2ccc(OC)cc2)c1=S
  -24, 6, 86, 94, 2, -0.6, -14, -25, -1, 3
CC(NC(=O)CSc1nnc(-c2cc3cc(Cl)ccc3o2)n1C)c1ccccc1 (configuration not stated)
  4, 6, 91, 76, nt, 0.6, nt, -24, 4, 1
CCn1c(SCC(=O)c2ccc3c(c2)OCCO3)nnc1-c1ccco1
  5, 4, 98, 93, 4, -1.3, -13, -52, 3, 4
CC(C)=NNc1nc2sc3c(c2c(=O)[nH]1)CC(C)(C)OC3
  -8, 6, 100, 90, -12, 1.5, -2, -26, 10, 3
COC(Cc1n[nH]c(=S)n1-c1ccccc1)OC
  0, 13, 90, 97, -3, -2.7, -3, 4, -4, 1
Cc1nn(-c2ccccc2)c(Cl)c1C(=O)OC(C)C(=O)NC(=O)NC1CCCCC1 (configuration not stated)
  -3, 10, 91, 90, 0, -1.8, 6, -30, -10, 5
c1ccc(-c2oc3ncnc(NCCCn4ccnc4)c3c2-c2ccccc2)cc1
  nt, 12, 18, 25, -1, -2.5, -8, -29, -30, 17
O=C(C1CCN(S(=O)(=O)N2CCCCC2)CC1)N1CCCCC1
  -18, 4, 88, 91, -2, -0.8, 5, -30, 8, 3
CC(C)=CCC/C(C)=C/CC(C)(C)CNCCN1CCNCC1
  -7, 4, 1.2*, 1.1*, nt, -6.3, -29, 15, 2, 3
CCN(CC)P(=O)(/C(Cl)=C\Nc1c(C)n(C)n(-c2ccccc2)c1=O)N(CC)CC
  -37, 3, 102, 95, 4, -0.3, -8, -17, -7, -1
Cc1cc2cc(CN(Cc3nnnn3C3CCCCC3)CC3CCCO3)c(=O)[nH]c2cc1C (configuration not stated)
  9, 3, 62, 62, -1, -0.8, 17, -52, -7, 3
O=C(CSc1ncnc2scc(-c3ccc(Cl)cc3)c12)NCc1ccc2c(c1)OCO2
  nt, 20, 62, 89, nt, -5.4, nt, -14, 6, 2
COc1ccc(OCCC(=O)OCC(=O)NC(=O)NC(C)(C)C)cc1
  10, 7, 108, 99, -1, 0.5, 5, -53, -2, -1
Nc1nnc(-c2ccccc2Cl)s1
  -47, 9, 97, 111, -3, -0.9, -22, -30, 1, 0
COc1ccc(/C=C2\SC(=O)N(CCC(=O)Nc3ccccc3)C2=O)cc1OC
  nt, 13, 78, 84, -1, -1.7, -2, -39, 7, 1
CC(=O)Nc1cccc(NC(=O)CSc2ncc(-c3ccc(Cl)cc3)n2Cc2ccco2)c1
  -5, 13, 38, 57, 0, -3.8, -3, -52, 3, 3
O=C(Nc1ccccc1N1CCCCC1)c1ccc(-c2ccc(Cl)cc2)o1
  nt, 2, 10, 11, 1, -4.8, -3, -21, -9, 6
O=c1/c(=C\c2ccc3c(c2)OCO3)sc2n1CCCN=2
  -32, 5, 87, 82, -1, -2.4, -9, -9, -3, 1
O=[N+]([O-])c1ccc(CN2CCOCCOCCN(Cc3ccc([N+](=O)[O-])cc3)CCOCC2)cc1
  nt, 9, 60, 56, -7, -1.6, 2, -23, -3, 6
COc1ccc(-c2nnc(SCC(=O)Nc3sc4c(c3C#N)CCC4)n2CC2CCCO2)cc1 (configuration not stated)
  -16, 32, 91, 101, nt, -2.2, -9, -29, 5, 1
COc1cc(C2C(C#N)=C(N)Oc3cc(C)n(CC4CCCO4)c(=O)c32)cc2c1OCO2 (configuration not stated)
  nt, 4, 98, 93, 1, -1.8, -2, -36, 5, 4
COC(C(=O)NC1CCCCCCC1)c1ccccc1 (configuration not stated)
  7, 7, 93, 88, -2, -1.2, 5, -17, -5, 1
CCCCNC(=O)N1CCOCCOCCN(C(=O)NCCCC)CCOCC1
  nt, 3, 102, 97, -1, 0.2, -7, -6, 7, 1
Cc1cc(C)cc(-n2c(C)cc(C(=S)N3CCOCC3)c2C)c1
  nt, 27, 74, 69, 2, -1.6, -4, -7, -8, 8
O=C(CC1Oc2ccccc2NC1=O)NCCc1ccccc1 (configuration not stated)
  13, 12, 87, 83, 0, -0.6, -1, -6, 4, 1
Cc1cc(C(=O)N2CCCCCC2)cs1
  -17, 21, 100, 98, -1, -0.1, -2, -20, -2, 2
O=C(c1cccs1)N1CCN(C/C=C/c2ccccc2)CC1
  -5, 16, 82, 93, 0, -0.6, -9, -42, 13, 1
Cc1ccc(S(=O)(=O)N2CCOC2CNC(=O)C(=O)NCc2ccco2)cc1 (configuration not stated)
  -28, 4, 97, 91, nt, -1.4, 5, -1, 4, 1
Cc1ccc(C2=N/C(=C\N(C)C)C(=O)O2)cc1
  -6, 10, 105, 90, -1, 0.8, -10, -53, 8, 2
Fc1ccccc1OCCSc1nnnn1-c1ccccc1
  -7, 3, 92, 87, -2, -1.8, -19, -46, -10, 7

2 records drawn at random from those above:
Order of values: E-sel TNF inh, Measles CPE, PTEN del growth, HCT116 bCat-KO, Phagocytosis inh, MRP1 act, Yeast life ext, BB579 growth dn, GALR2 blocker, NPY-Y2 antag
O=C(CC1Oc2ccccc2NC1=O)NCCc1ccccc1 (configuration not stated)
  13, 12, 87, 83, 0, -0.6, -1, -6, 4, 1
Fc1ccccc1OCCSc1nnnn1-c1ccccc1
  -7, 3, 92, 87, -2, -1.8, -19, -46, -10, 7

(cont.)
Order of values: E-sel TNF inh, Measles CPE, PTEN del growth, HCT116 bCat-KO, Phagocytosis inh, MRP1 act, Yeast life ext, BB579 growth dn, GALR2 blocker, NPY-Y2 antag
O=C(CCc1nc2ccccc2c(=O)[nH]1)OCc1cccc(C(F)(F)F)c1
  -4, 11, 98, 94, 2, -2.0, -2, -27, 3, 3
O=C(CCC1N=C2c3ccccc3N=C(SCc3ccccc3Cl)N2C1=O)NCc1ccco1 (configuration not stated)
  -15, 4, 88, 109, -2, -3.7, -12, -30, -12, 3
CCOC(=O)N1CCC(N2C(=O)c3ccccc3C2Nc2ccccc2)CC1 (configuration not stated)
  nt, 4, 92, 90, 0, -3.2, -8, 3, -1, 1
CCC(=O)Nc1nonc1-c1nc2ccccc2n1Cc1ccccc1
  10, 10, 64, 69, 3, 0.1, -24, -1, 7, 1
COc1ccccc1-c1cn(S(=O)(=O)c2ccc(C)cc2)nc1N
  -9, 1, 99, 92, 1, -2.9, -4, -24, 1, -1
CCOC(=O)N1CCN(C(=O)c2cc3c(=O)[nH]c4ccccc4c3s2)CC1
  nt, 25, 106, 84, nt, -1.7, -5, -20, -4, 4
CN1CCN(/C=N/c2c(C#N)cnn2C)CC1
  26, 4, 95, 90, 0, -2.3, -1, 12, -15, 4
